# KKLEB tox: counter-screen for CF NF-kB inhibitors: cytotoxicity; 0.36% of 360,000 active; KKLEB CF airway cells viability, ATPlite luminescence, overnight; active compounds read low; cells stimulated with P. aeruginosa culture filtrate; activity change (cytotoxicity), % at 5 µM; AID 602141;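 active = corrected activity change at or below -50% at 5 µM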
# EBV LMP1 NFkB: Epstein-Barr LMP1 NF-kappaB reporter inhibition. inhibition, % at 12.5 µM. LMP1-induced NF-kappaB luciferase reporter cells, luminescence. 0.69% of 350,000 active; in the data active = inhibition above about 41%;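 note: 0% = neutral control wells and 100% = reference inhibitor control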
# NCOA3 inh: human NCOA3 inhibition; Q9Y6Q9; HEK293 GAL4-SRC3 luciferase reporter, luminescence; inhibition, % at 3.6 µM; 0.17% of 360,000 active;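 active = inhibition above a per-campaign cutoff, the mean of all compounds plus 3 SD, cut at about 60% in these data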;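 note: 0% = DMSO-treated cells and 100% = gossypol-treated cells at 36 µM; higher means less SRC3-driven luciferase light from the GAL4 reporter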
# NCOA1 inh: inhibits human SRC1 coactivator | AID 588354 | HEK293 GAL4-SRC1 luciferase reporter, luminescence | inhibition, % at 3.6 µM | 0.12% of 360,000 active;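 active = inhibition above the campaign mean plus 3 SD, with each screening campaign given its own cutoff, cut at about 60% in these data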;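 note: 0% = DMSO treated cells and 100% = gossypol at 36 µM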
# SRC2 inh: human SRC2 (NCOA2) inhibition | inhibition, % at 9 µM | Q15596 | HEK293 GAL4-SRC2 luciferase reporter, luminescence | 0.17% of 370,000 active | AID 651957;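 active = inhibition above the mean inhibition of all tested compounds plus 3 SD, set per campaign, cut at about 52% in these data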;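 note: 0% = DMSO treated cells and 100% = cells given Gossypol at 36 µM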
# TWEAK Fn14 block: blocks TWEAK-Fn14 interaction in a reporter cell assay; TWEAK-stimulated Fn14 reporter cells, luciferase luminescence, 8 h; inhibition, % at 10 µM; 2% of 360,000 active; AID 1159606; in the data active = inhibition above about 50%
# COUP-TFII inh: blocks human COUP-TFII nuclear receptor; P24468; HEK293T NGFI-A luciferase reporter, luminescence; inhibition, % at 8.6 µM; 0.7% of 370,000 active; AID 686940;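 active = inhibition above a per-plate cutoff, mean inhibition of test wells between control levels plus 3 SD, cut at about 38% in these data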;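 note: cells cotransfected with COUP-TFII expression vector driving the NGFI-A reporter; 0% = median of COUP-TF2 test wells and 100% = reporter-only cells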
# Target sequence (P24468 whole entry, looked up): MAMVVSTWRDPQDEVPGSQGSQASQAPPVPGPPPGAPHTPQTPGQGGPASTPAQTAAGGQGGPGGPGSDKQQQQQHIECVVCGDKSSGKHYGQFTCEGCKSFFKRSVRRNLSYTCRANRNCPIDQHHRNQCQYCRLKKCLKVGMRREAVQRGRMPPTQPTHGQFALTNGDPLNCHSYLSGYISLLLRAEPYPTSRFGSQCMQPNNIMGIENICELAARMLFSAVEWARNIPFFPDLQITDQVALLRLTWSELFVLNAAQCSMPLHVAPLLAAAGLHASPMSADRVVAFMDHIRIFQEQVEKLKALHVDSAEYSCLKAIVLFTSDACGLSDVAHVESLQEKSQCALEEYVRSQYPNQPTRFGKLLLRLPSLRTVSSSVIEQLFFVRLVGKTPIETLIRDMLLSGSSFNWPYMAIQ
# CF NFkB inh: cystic fibrosis NF-kB activation inhibition; AID 588850; 0.86% of 360,000 active; KKLEB NF-kB-GFP reporter, PAF-induced, GFP fluorescence overnight; inhibition, % at 5 µM;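 active = at least 50% inhibition at 5 µM, scaled per plate between neutral and stimulator controls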;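 note: PAF is a Pseudomonas aeruginosa culture filtrate used as stimulus; plate controls were PAF-stimulated DMSO wells for no effect and unstimulated DMSO wells for full effect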
# TROY signal inh: inhibitors of TROY-dependent NF-kB signaling. Q293 LMP1-TROYcd NF-kB luciferase reporter, 4 h. inhibition, % at 10 µM. 0.98% of 360,000 active;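 active = compounds whose plate-normalised and pattern-corrected inhibition of the luciferase reporter signal at the single screening dose is 50% or more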
# C8 TRAIL sens: sensitizes caspase-8 expressing cells to TRAIL. inhibition (viability loss, TRAIL sensitization), % at 10 µM. NB7+C8 cells + TRAIL, ATPlite viability luminescence. AID 624354. 1% of 360,000 active;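 active = compounds causing at least 50% loss of cell viability in the single-dose screen, relative to plate controls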
# LRH-1 inv ag: inverse agonists of human LRH-1 (NR5A2) | O00482 | HEK293T StAR-luciferase reporter, LRH-1 transfected, 24 h | inhibition, % at 3.6 µM | 0.13% of 360,000 active;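 active = inhibition above the mean inhibition of all tested compounds plus 3 SD, cut at about 73% in these data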;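 note: 0% = DMSO wells and 100% = reporter-only cells lacking LRH-1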
# Target sequence (O00482 whole entry, looked up): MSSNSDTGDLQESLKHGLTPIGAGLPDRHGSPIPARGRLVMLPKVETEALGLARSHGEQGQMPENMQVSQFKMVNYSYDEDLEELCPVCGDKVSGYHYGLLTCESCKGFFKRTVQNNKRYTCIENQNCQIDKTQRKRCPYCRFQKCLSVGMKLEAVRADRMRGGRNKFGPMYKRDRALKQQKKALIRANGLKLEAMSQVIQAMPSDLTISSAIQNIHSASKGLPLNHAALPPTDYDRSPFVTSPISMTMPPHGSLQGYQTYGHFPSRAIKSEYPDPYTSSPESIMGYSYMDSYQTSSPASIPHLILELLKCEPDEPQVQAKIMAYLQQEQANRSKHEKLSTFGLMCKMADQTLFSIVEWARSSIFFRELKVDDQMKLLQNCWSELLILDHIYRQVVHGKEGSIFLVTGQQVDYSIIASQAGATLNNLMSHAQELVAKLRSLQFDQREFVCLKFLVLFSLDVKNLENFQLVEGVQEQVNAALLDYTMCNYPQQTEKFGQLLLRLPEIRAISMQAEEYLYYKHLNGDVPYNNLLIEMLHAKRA
# * marks the source's active call; other numbers are inactive results; / = not tested or not shown.
1) Cc1ccc(-n2c(SCC(=O)N3CCCCC3)nc(O)cc2=O)cc1
2) COc1cc([C@@H]2[C@H]3CNCC=C3C(C#N)=C(N)C2(C#N)C#N)ccc1OC(C)C
3) O=C(NCCNc1ccc(Cl)cc1[N+](=O)[O-])c1ccccc1F
4) CC1(C)CC2CC(C)(CN2C(=O)Cc2ccccc2)C1 (stereo unspecified)
5) O=c1nc(N2CCOCC2)ccn1-c1nc(-c2ccccc2)oc1-c1ccccc1
6) Cc1c(/C=C/C(=O)c2ccccc2)cnn1C
7) Cc1ccc(C(=O)NCCc2ccc(F)cc2)s1
8) COc1cc(CC(=O)OCC(=O)N2CC(C)CC(C)C2)cc(OC)c1OC (stereo unspecified)
9) CC12CCC(C(=O)NC(c3ccccc3)c3ccccc3)(OC1=O)C2(C)C (stereo unspecified)
10) Cc1cccc(C)c1NC(=O)CN1CCN(C(=O)CN2C(=O)NC3(CCCCC3C)C2=O)CC1 (stereo unspecified)
assay / entry	1	2	3	4	5	6	7	8	9	10
KKLEB tox	1	-2	-1	-7	4	8	7	4	-4	-7
EBV LMP1 NFkB	7	-5	-8	-17	3	-22	-2	0	6	-2
NCOA3 inh	13	-1	-25	5	-11	-13	-63	-4	10	17
NCOA1 inh	-1	-24	-32	-1	-8	-65	-59	-4	11	-9
SRC2 inh	-52	-6	-15	-17	-1	-62	-59	8	25	4
TWEAK Fn14 block	-6	-9	-20	2	4	-2	6	-5	-4	22
COUP-TFII inh	-22	2	-15	10	-7	-14	-30	-12	0	32
CF NFkB inh	-7	17	7	-3	6	-12	-13	4	17	-5
TROY signal inh	-2	1	-37	-2	-5	-62	-73	8	-6	0
C8 TRAIL sens	-10	-5	8	-6	15	-4	24	-10	11	4
LRH-1 inv ag	-5	12	-19	-5	0	-38	-152	25	-21	1

11) CCC(CO)Oc1cc(NCc2cccc(Cl)c2)c2ncn(C(C)C)c2c1 (stereo unspecified)
12) CCc1nnc(NC(=O)c2ccc(N(C)S(=O)(=O)c3ccccc3)cc2)s1
13) CCCCn1c(N)c(N(CC(C)C)C(=O)c2ccc(OCC3CCCO3)cc2)c(=O)[nH]c1=O (stereo unspecified)
14) O=C1c2ccccc2C(=O)N1CN(C(=O)COc1ccc(Cl)cc1Cl)c1cccc(F)c1
15) CCOc1cc(N2CCOCC2)c(OCC)cc1NC(=O)COC(=O)c1c(C)noc1C
16) CC(C)C(=O)Nc1ncc(Cc2cccc(Cl)c2)s1
17) COCCCn1c(=O)c2sccc2n(Cc2ccc(C)cc2)c1=O
18) Cc1c(C(=O)N2CCC(C)CC2)oc2ccc3c(c12)C(O)CC1(CCCCC1)O3 (stereo unspecified)
19) O=C(CSc1ccccc1)Nc1nnc(-c2ccco2)o1
20) CCCc1[nH]nc2c1C(c1cn[nH]c1-c1ccc(F)cc1)C(C#N)=C(N)O2 (stereo unspecified)
assay / entry	11	12	13	14	15	16	17	18	19	20
KKLEB tox	-2	-3	-10	-9	-7	5	-3	-13	-10	-7
EBV LMP1 NFkB	1	0	-9	-6	-2	-4	5	-8	4	10
NCOA3 inh	13	12	12	1	2	-4	-10	-14	0	11
NCOA1 inh	1	0	-19	-22	-4	9	17	-55	28	13
SRC2 inh	/	17	4	-20	6	22	-10	11	18	/
TWEAK Fn14 block	6	0	24	5	-25	-10	7	21	1	54*
COUP-TFII inh	/	6	-6	-24	-1	-18	-7	38*	14	/
CF NFkB inh	11	15	5	0	-22	9	15	7	11	29
TROY signal inh	-2	14	-9	12	-7	-23	6	39	1	28
C8 TRAIL sens	-8	-3	-18	7	-9	3	-1	15	-9	5
LRH-1 inv ag	20	0	-2	-43	9	-3	2	3	3	-13

# Taken from the entries so far, 2 compounds:
19) O=C(CSc1ccccc1)Nc1nnc(-c2ccco2)o1
20) CCCc1[nH]nc2c1C(c1cn[nH]c1-c1ccc(F)cc1)C(C#N)=C(N)O2 (stereo unspecified)
assay / entry	19	20
KKLEB tox	-10	-7
EBV LMP1 NFkB	4	10
NCOA3 inh	0	11
NCOA1 inh	28	13
SRC2 inh	18	/
TWEAK Fn14 block	1	54*
COUP-TFII inh	14	/
CF NFkB inh	11	29
TROY signal inh	1	28
C8 TRAIL sens	-9	5
LRH-1 inv ag	3	-13

# Further entries follow:
21) COc1ccc(NC(=O)c2ccc(S(=O)(=O)N(C)C)cc2)cc1OC
22) CCOc1ccccc1N(CC(=O)Nc1ccccc1C(=O)N1CCCC1)S(C)(=O)=O
23) COc1ccc(N2CC(C)(C)C2=O)cc1
24) COC(=O)c1ccc(CN2CCN(C3CCCCC3)C(CCO)C2)cc1 (stereo unspecified)
25) COc1ccc(C2=CSC3=NCCN23)cc1F
26) COCCCn1c(Cc2csc(Nc3ccc(F)cc3)n2)nnc1SCC(N)=O
27) COC(=O)c1ccc(CNC(=O)C2CCC(=O)N(C3CCCCCC3)C2)cc1 (stereo unspecified)
28) Cc1ccc(C(=O)Nc2cccc3ccccc23)o1
29) Cc1ccc(C(=O)Nc2ccc(S(=O)(=O)N3CCOCC3)cc2)cc1Br
30) Cc1ccc(-n2nc(C)c3c(-c4cccs4)c(C#N)c(N)nc32)cc1
assay / entry	21	22	23	24	25	26	27	28	29	30
KKLEB tox	0	-16	7	4	-9	-3	-5	-6	-12	-4
EBV LMP1 NFkB	-6	3	-4	3	2	1	-5	/	/	1
NCOA3 inh	0	12	14	21	25	7	2	11	7	0
NCOA1 inh	-3	8	-2	-6	-16	0	6	-1	9	-6
SRC2 inh	10	-8	-13	15	-16	/	-26	-32	-7	-1
TWEAK Fn14 block	-15	17	10	7	-6	8	7	26	-5	43
COUP-TFII inh	-11	5	0	7	17	/	-4	-1	-21	12
CF NFkB inh	2	-8	-26	-4	3	5	2	12	-5	26
TROY signal inh	-20	5	-1	-2	54*	-6	-6	32	-7	7
C8 TRAIL sens	4	2	-12	12	5	-1	-10	9	-2	9
LRH-1 inv ag	0	18	5	-4	5	0	6	-10	6	-7

# Later entries.
# Keys: A = KKLEB tox; B = EBV LMP1 NFkB; C = NCOA3 inh; D = NCOA1 inh; E = SRC2 inh; F = TWEAK Fn14 block; G = COUP-TFII inh; H = CF NFkB inh; I = TROY signal inh; J = C8 TRAIL sens; K = LRH-1 inv ag
31) N#Cc1cc(C(=O)c2cc(Cl)ccc2O)cn(-c2ccccc2)c1=O
  A = -7 | B = -11 | C = 21 | D = 16 | E = 3 | F = -9 | G = 2 | H = 9 | I = 4 | J = 4 | K = -14
32) O=S(=O)(NCCCN1CCOCC1)c1ccc(F)c(Cl)c1
  A = -5 | B = 4 | C = 9 | D = -3 | E = 9 | F = 12 | G = 0 | H = 21 | I = -5 | J = 6 | K = 19
33) COCC(=O)Nc1ccc(N2CCOCC2)c(S(=O)(=O)Nc2ccccc2OC)c1
  A = 8 | B = 5 | C = 7 | D = 0 | E = 4 | F = -8 | G = -10 | H = -6 | I = 10 | J = 10 | K = 11
34) CCC(C)C(NC(=O)c1ccc(Cl)cc1Cl)C(=O)O (stereo unspecified)
  A = 5 | B = -4 | C = -2 | D = -10 | E = -12 | F = -12 | G = -4 | H = 2 | I = -7 | J = 1 | K = 1
35) CN(C)c1cc(-c2ccc(F)cc2)oc(=O)c1Cl
  A = -12 | B = -7 | C = 5 | D = 8 | E = -2 | F = -19 | G = 9 | H = -24 | I = 12 | J = 22 | K = 8
36) COC(=O)c1cc(O)cc(OC)c1C(=O)c1c(O)cc(C)cc1O
  A = -10 | B = 1 | C = 12 | D = -10 | E = -33 | F = 3 | G = 0 | H = 24 | I = -18 | J = 0 | K = -4
37) CCCN(CCC)CC(O)CN1C(=O)NC(C)(C)C1=O (stereo unspecified)
  A = 14 | B = -2 | C = 1 | D = -2 | E = -14 | F = -1 | G = -13 | H = -12 | I = -17 | J = -7 | K = -9
38) O=C(O)C1CCCCN1c1ccccc1[N+](=O)[O-] (stereo unspecified)
  A = -9 | B = / | C = 11 | D = -9 | E = -17 | F = -4 | G = -8 | H = -6 | I = -12 | J = -15 | K = 27
39) O=C(NNC(=O)c1ccco1)Nc1ccccc1
  A = -14 | B = -7 | C = -15 | D = -8 | E = 6 | F = -6 | G = 4 | H = 3 | I = -1 | J = 4 | K = -11
40) CC1Cc2ccccc2N1C(=O)CSc1nnnn1C1CCCC1 (stereo unspecified)
  A = -7 | B = -9 | C = 5 | D = -69 | E = -14 | F = 6 | G = 13 | H = 5 | I = 8 | J = 2 | K = 9

# Laid out differently: results already given
cpd | Compound | KKLEB tox | EBV LMP1 NFkB | NCOA3 inh | NCOA1 inh | SRC2 inh | TWEAK Fn14 block | COUP-TFII inh | CF NFkB inh | TROY signal inh | C8 TRAIL sens | LRH-1 inv ag
22 | CCOc1ccccc1N(CC(=O)Nc1ccccc1C(=O)N1CCCC1)S(C)(=O)=O | -16 | 3 | 12 | 8 | -8 | 17 | 5 | -8 | 5 | 2 | 18
23 | COc1ccc(N2CC(C)(C)C2=O)cc1 | 7 | -4 | 14 | -2 | -13 | 10 | 0 | -26 | -1 | -12 | 5
24 | COC(=O)c1ccc(CN2CCN(C3CCCCC3)C(CCO)C2)cc1 (stereo unspecified) | 4 | 3 | 21 | -6 | 15 | 7 | 7 | -4 | -2 | 12 | -4
25 | COc1ccc(C2=CSC3=NCCN23)cc1F | -9 | 2 | 25 | -16 | -16 | -6 | 17 | 3 | 54* | 5 | 5
26 | COCCCn1c(Cc2csc(Nc3ccc(F)cc3)n2)nnc1SCC(N)=O | -3 | 1 | 7 | 0 | / | 8 | / | 5 | -6 | -1 | 0
27 | COC(=O)c1ccc(CNC(=O)C2CCC(=O)N(C3CCCCCC3)C2)cc1 (stereo unspecified) | -5 | -5 | 2 | 6 | -26 | 7 | -4 | 2 | -6 | -10 | 6
28 | Cc1ccc(C(=O)Nc2cccc3ccccc23)o1 | -6 | / | 11 | -1 | -32 | 26 | -1 | 12 | 32 | 9 | -10
29 | Cc1ccc(C(=O)Nc2ccc(S(=O)(=O)N3CCOCC3)cc2)cc1Br | -12 | / | 7 | 9 | -7 | -5 | -21 | -5 | -7 | -2 | 6
30 | Cc1ccc(-n2nc(C)c3c(-c4cccs4)c(C#N)c(N)nc32)cc1 | -4 | 1 | 0 | -6 | -1 | 43 | 12 | 26 | 7 | 9 | -7
31 | N#Cc1cc(C(=O)c2cc(Cl)ccc2O)cn(-c2ccccc2)c1=O | -7 | -11 | 21 | 16 | 3 | -9 | 2 | 9 | 4 | 4 | -14
32 | O=S(=O)(NCCCN1CCOCC1)c1ccc(F)c(Cl)c1 | -5 | 4 | 9 | -3 | 9 | 12 | 0 | 21 | -5 | 6 | 19
33 | COCC(=O)Nc1ccc(N2CCOCC2)c(S(=O)(=O)Nc2ccccc2OC)c1 | 8 | 5 | 7 | 0 | 4 | -8 | -10 | -6 | 10 | 10 | 11
34 | CCC(C)C(NC(=O)c1ccc(Cl)cc1Cl)C(=O)O (stereo unspecified) | 5 | -4 | -2 | -10 | -12 | -12 | -4 | 2 | -7 | 1 | 1
35 | CN(C)c1cc(-c2ccc(F)cc2)oc(=O)c1Cl | -12 | -7 | 5 | 8 | -2 | -19 | 9 | -24 | 12 | 22 | 8
36 | COC(=O)c1cc(O)cc(OC)c1C(=O)c1c(O)cc(C)cc1O | -10 | 1 | 12 | -10 | -33 | 3 | 0 | 24 | -18 | 0 | -4
